Screening results as filed in PubChem BioAssay.
NTR1 ag – agonists of NTR1, primary screen, imaging, U2OS cells, beta-arrestin-GFP, high content (AID 493036) | hit rate 0.17% among 330,000 | NTR1-U2OS beta-arrestin-GFP spot imaging, agonist mode | activation, % at 20 µM | P30989;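 active means activation at or above 40% of the spot to cytoplasm intensity ratio, with at least 20 cells analyzed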;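 further: 0% = DMSO without peptide and 100% = 100 nM NTR1 peptide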
Target sequence (P30989 whole entry, looked up): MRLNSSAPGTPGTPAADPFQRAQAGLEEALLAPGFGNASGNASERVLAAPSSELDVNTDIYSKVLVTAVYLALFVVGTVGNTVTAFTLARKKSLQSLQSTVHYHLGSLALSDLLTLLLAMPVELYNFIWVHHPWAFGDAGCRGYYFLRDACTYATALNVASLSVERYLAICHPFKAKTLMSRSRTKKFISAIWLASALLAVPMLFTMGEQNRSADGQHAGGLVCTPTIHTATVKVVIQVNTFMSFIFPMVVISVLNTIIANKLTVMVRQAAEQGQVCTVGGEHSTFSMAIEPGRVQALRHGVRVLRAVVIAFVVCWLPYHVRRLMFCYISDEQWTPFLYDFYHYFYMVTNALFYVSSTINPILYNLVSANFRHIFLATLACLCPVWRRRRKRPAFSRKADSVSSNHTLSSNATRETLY
GPR55 antagonists – GPR55 antagonists blocking LPI-driven arrestin recruitment, primary screen, imaging, U2OS, beta-arrestin-GFP, LPI agonist (AID 2013) | one-dose inhibition, % at 10 µM; IC50 in µM for titrated hits | U2OS GPR55 beta-arrestin-GFP translocation imaging, LPI antagonism; higher % means a stronger effect | hit rate 0.13% among 290,000;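 active means spots per cell inhibited over 60%, with over 100 cells counted and total cytoplasm intensity under 500,000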;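 further: U2OS cells stably carrying GPR55 and arrestin-GFP stimulated by 5 µM LPI near EC80; imaged beta-arrestin-GFP aggregate spots per cell after agonist stimulation; plate controls were LPI-stimulated DMSO wells for no effect and DMSO wells without LPI for full effect; some results filed as inactive read as strong as hits; confirmed hits need IC50 under 10 µM and bright autofluorescent wells are also inconclusive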
T cell modulator – modulates CD8 T cell binding to vesicles | 2C CD8+ T cell-vesicle binding, flow cytometry; stronger effect = lower value | calls only at 7 µM | hit rate 0.068% among 330,000 | AID 2052;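 active means response, share of CD8 T cells binding vesicles, and their 90th percentile fluorescence all below set limits, cut at about 80% in these data, passing the limit was not always enough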
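Benchmarks: naked versus QL9-loaded vesicles / Assay system: purified 2C TCR transgenic mouse naive CD8+ T cells / Technique: high-throughput flow cytometry with anti-B7-1 and anti-CD8 staining / Timing: Cell–vesicle co-incubation 1.5 h at 37 °C, staining 20 min on ice / Read-out: percent CD8+ FL2 mean versus row control / Probe or stimulus: QL9-loaded Drosophila micro-vesicles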
GPR55 beta-arrestin – selective activators of receptor GPR55 – imaging, U2OS cells, beta-arrestin-GFP redistribution, primary screen (AID 1961); U2OS GPR55 beta-arrestin-GFP redistribution imaging; higher % means a stronger effect; activation, % at 10 µM, or EC50 in µM where a hit was titrated; hit rate 0.048% among 290,000;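 active means activation above 40% with more than 50 cells counted in the well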;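 further: U2OS osteosarcoma cells stably expressing GPR55 and beta-arrestin-GFP; plate controls were DMSO negative control for no effect and LPI positive control for full effect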
Lipid droplet – hepatic lipid droplet formation modulation; AID 1656; AML12 mouse hepatocytes, oleate lipid droplets, BODIPY imaging; hit rate 0.4% among 240,000; inhibition, % at 6.5 µM;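 active means lipid droplet intensity inhibited by at least 50%, with more than 500 cells counted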
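Assay system: AML12 mouse liver cells | Compound: 6.5 µM single-point dosing | Schedule: Overnight exposure | Technique: Fluorescence imaging, 20x objective, two fields per well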
SV40 large T antigen – SV40 large T antigen inhibitors, biochemical (AID 1903); SV40 large T antigen ATPase/helicase inhibition assay; higher % means a stronger effect; inhibition, % at 20 µM, or IC50 in µM where a hit was titrated; hit rate 0.39% among 310,000; in the data active means a potency from the dose series; further: strong numbers were not always called active
GPR35 arrestin U2OS – inhibition of zaprinast-stimulated GPR35 beta-arrestin translocation – imaging, U2OS, beta-arrestin-GFP, zaprinast agonist, primary screen (AID 2058). U2OS GPR35 beta-arrestin-GFP translocation imaging, zaprinast antagonism; higher % means a stronger effect. inhibition, % at 10 µM; hits with a dose series show IC50 in µM. hit rate 0.052% among 290,000;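 active means inhibition of at least 50% with at least 30 cells and total cytoplasm GFP at most 10,000,000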
LYP inhibition – PTPN22 lymphoid phosphatase activity blockers – biochemical, fluorescence intensity, uHTS (AID 1779). recombinant LYP phosphatase, fluorescence intensity; higher % means a stronger effect. inhibition, % at 11.5 µM, or IC50 in µM where a hit was titrated. hit rate 0.054% among 290,000; in the data active means inhibition above about 50%;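 further: plate controls were vehicle with enzyme for no effect and no enzyme for full effect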
Rac1 GTP hydrolysis – MgcRacGAP GTPase-activating activity inhibitors, confirmation, biochemical, ADP Hunter fluorescence. MgcRacGAP-stimulated Rac1 GTP hydrolysis, ADP Hunter fluorescence; higher % means a stronger effect; GST-tagged Rac1 F28L mutant substrate. inhibition, % at 30 µM; hits with a dose series show IC50 in µM. hit rate 0.6% among 340,000. AID 624330;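 active means first-screen hits whose inhibition reached a set limit at any dose in the follow-up dose series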;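 further: fluorescence reports GDP produced by GAP-driven GTP hydrolysis; strong numbers were not always called active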
Lipid droplet cells 6.5 µM – further read-out of Lipid droplet, marked with its call; cell count; measured here: cell count, cytotoxicity flag;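 cells counted across two imaged fields per well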
T cell modulator vesicle-bound % – recorded beside T cell modulator, whose call it bears; double positive events, %; measured here: CD8+ vesicle-bound cell fraction;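 binding gate set so that unloaded-vesicle control wells show 10% double positive cells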
NTR1 ag cell count 20 µM – second read-out of NTR1 ag, no call of its own (marks repeat the call); cell count; measured here: cell count, cytotoxicity flag
An asterisk follows results filed as active; i = inactive; . = no result given.

The line under a structure holds: Lipid droplet cells 6.5 µM	LYP inhibition	Rac1 GTP hydrolysis	T cell modulator	NTR1 ag cell count 20 µM	Lipid droplet	GPR55 antagonists	T cell modulator vesicle-bound %	GPR55 beta-arrestin	SV40 large T antigen	GPR35 arrestin U2OS	NTR1 ag
#1 CSc1nc(NCc2ccco2)c2sc3nc(C(C)C)c4c(c3c2n1)CC(C)(C)OC4
→ .	0%	8%	i	79	.	10%	26	-0.3%	2%	-4%	15
#2 CCOC(=O)c1c(NC(=O)CSc2nnc(CN3CCOCC3)n2C)sc2c1CCCC2
→ 578	-2%	6%	i	85	-17	-6%	23	-0.2%	25%	-2%	-1.9
#3 c1cc(CNC23CC4CC(CC(C4)C2)C3)ccn1
→ 677	-10%	7%	i	58	4	-1%	39	-0.1%	24%	12%	-0.9
#4 O=C(COc1ccccc1)NC(=S)Nc1ccc(Br)cn1
→ 699	-3%	.	i	59	-12	5%	34	-0.1%	7%	-10%	2.3
#5 CC(C)(CSc1nncn1/N=C/c1ccco1)NS(=O)(=O)c1ccc(Cl)cc1
→ 793	-5%	15%	i	47	-6	-4%	20	0.2%	2%	-10%	1.4
#6 COc1ncccc1C(=O)NC1CCCc2c1cnn2-c1ccc(C)c(C)c1 (centres undefined)
→ 642*	-3%	9%	i	59	58*	-4%	62	0.2%	15%	-11%	1.4
#7 COCCSc1ccccc1C(=O)Nc1ccc(Cl)cn1
→ 779	-5%	9%	i	35	7	-10%	49	-0.1%	0%	0%	-0.7
#8 COc1ccc(NC(=O)Cc2coc3cc(C)ccc23)cc1S(=O)(=O)N1CCOCC1
→ 637	-8%	-2%	i	74	-3	-1%	62	-0.2%	1%	4%	0.1
#9 O=C(COC(=O)c1cn(-c2ccccc2)nc1-c1ccccc1)c1ccc([N+](=O)[O-])cc1
→ 656	-3%	.	i	60	3	4%	46	0.4%	3%	-12%	0.8
#10 CCn1c(C)nc2cc(C(=O)n3cc(C(=O)c4ccccc4O)cn3)ccc21
→ .	-9%	.	.	.	.	14%	.	0.7%	12%	4%	.
#11 CN(C)C(=O)c1cc([N+](=O)[O-])ccc1O
→ 721	-1%	0%	i	48	-4	-1%	27	0.0%	1%	2%	0.0
#12 O=C(Nc1c2c(nn1-c1ccc(F)cc1)CS(=O)C2)c1ccc(Br)o1 (centres undefined)
→ 861	-10%	2%	i	56	0	-4%	7	0.3%	4%	4%	-1.4
#13 O=C(COc1ccc(Br)cc1CNC1CCCC1)Nc1ccccc1
→ 621	-5%	4%	i	52	-16	20%	15	-0.1%	7%	-5%	4.3
#14 Cc1cccc(-n2c(C)c(C)c3c(N)ncnc32)c1
→ 787	-8%	3%	i	48	18	-4%	14	-0.1%	2%	13%	1.0
#15 COc1ccc(O)c(/C=N/N=C2/C(=O)Nc3ccccc32)c1
→ 621	-3%	10%	i	34	5	8%	35	0.8%	12%	-12%	0.6
#16 CN(C)NC(=O)C12CCC(C)(C(=O)O1)C2(C)C (centres undefined)
→ 739	-3%	4%	i	56	2	10%	39	0.6%	6%	-10%	0.5
#17 Cc1ccc(S(=O)(=O)NCCSc2nnnn2-c2ccc(C(N)=O)cc2)cc1
→ 690	-1%	-3%	i	90	-4	8%	14	0.3%	6%	-10%	0.7
#18 OCCN1CCN(CCSc2ccccc2)CC1
→ .	-6%	0%	i	98	.	-20%	22	0.3%	7%	-8%	0.9
#19 Cc1nc(N2CCCCC2)sc1C(=O)c1cccc([N+](=O)[O-])c1
→ 712	-4%	10%	i	87	7	-3%	48	-0.1%	18%	9%	0.4
#20 CCOc1ccccc1NC(=O)C(=O)/C=C(\O)c1cc(OC)ccc1OC
→ 767	-1%	7%	i	80	-2	5%	15	0.2%	1%	-5%	-1.1
#21 Cc1ccc(/C=N/n2c(C)nc3ccccc3c2=O)o1
→ 705	4%	-2%	i	39	5	10%	29	0.2%	7%	2%	-0.2
#22 CCOC(=O)NC(=S)Nc1cccc(NC(=S)NC(=O)OCC)c1
→ 732	-2%	0%	i	37	-4	0%	23	0.3%	14%	-1%	1.0
#23 Cc1c(C(=O)N(C)C)sc(NC(=O)c2cc([N+](=O)[O-])cc([N+](=O)[O-])c2)c1C#N
→ 659	3%	13%	i	50	-3	6%	38	-0.4%	10%	4%	3.3
#24 CC(=O)Nc1ccccc1-c1ccc(C)o1
→ 795	-2%	4%	i	45	-12	0%	30	-0.2%	20%	-5%	0.2
#25 Cc1cc(C)cc(C(=O)N2CCN=C2SCc2ccc([N+](=O)[O-])cc2)c1
→ 691	4%	11%	i	63	2	6%	41	-0.1%	12%	-7%	2.4
#26 CCOc1ccc(/C=N/NC(=O)c2ccoc2C)cc1OC
→ 775	-3%	6%	i	54	10	10%	3	0.3%	-3%	4%	1.5
#27 CCc1ccc(NC(=O)NCC2CCN(c3ccc(OC)cc3)C2)cc1 (centres undefined)
→ 650	-3%	10%	i	42	0	24%	30	0.0%	13%	26%	2.4
#28 CCCc1nc2oc3c(NCc4ccccn4)ncnc3c2c2c1COC(C)(C)C2
→ 640	-9%	8%	i	101	-46	-2%	5	-0.4%	6%	-15%	-1.3
#29 CC(Sc1ccccc1)C(=O)N1CCN(S(=O)(=O)c2ccccc2F)CC1 (centres undefined)
→ 707	-6%	3%	i	55	-16	1%	60	-0.1%	7%	0%	0.2
#30 CN(C(=O)COC(=O)COc1ccc2c(c1)CCC2)c1c(N)n(Cc2ccccc2)c(=O)[nH]c1=O
→ .	.	3%	i	61	.	.	6	.	15%	.	-0.9
#31 CC(C)c1ccc(NC(=O)CCNC(=O)N2CC(=O)Nc3ccccc32)cc1
→ 725	-13%	-15%	i	61	11	-2%	8	-0.1%	-8%	-10%	-0.4
#32 Fc1ccccc1/C=N/Nc1nc(N2CCCCC2)nc(N2CCCCC2)n1
→ 716	4%	2%	i	54	-38	6%	22	-0.1%	13%	9%	2.7
#33 CCCCN(C(=O)CN1C(=O)C2CCCCC2C1=O)c1c(N)n(CCCC)c(=O)[nH]c1=O (centres undefined)
→ .	.	5%	i	44	.	.	44	.	7%	.	-0.1
#34 O=C(CSc1nc2c(cnn2-c2ccc(F)cc2)c(=O)[nH]1)N1CCCc2ccccc21
→ .	0%	-1%	i	74	.	10%	26	-0.1%	3%	3%	3.9
#35 CCNC(=O)OCC12CC3CC(CC(C3)C1)C2
→ 573	-9%	8%	i	49	-3	19%	36	-0.2%	2%	-5%	1.4
#36 CC[C@@H](C)[C@H](NC(=O)Cc1c(C)c2c(cc(C)c3c(C)coc32)oc1=O)C(=O)O
→ 806	-9%	9%	i	110	-1	6%	25	0.5%	6%	4%	2.2
#37 CCC1=NN(C(=O)COc2ccccc2)C(O)(c2ccc(Br)cc2)C1 (centres undefined)
→ 540	-1%	15%	i	79	-24	0%	62	-0.1%	.	14%	2.2
#38 COc1cc([N+](=O)[O-])ccc1NC(=O)Cc1ccc(C)cc1
→ 672	-7%	6%	i	85	15	6%	60	0.1%	4%	6%	-0.2
#39 COc1ccc(Cl)cc1/C=C1/C(=O)ON=C1C
→ 411	-6%	9%	i	65	4	11%	41	0.0%	32%	-2%	0.8
#40 CN(Cc1ccccc1)C(=S)NC(=O)c1ccccc1
→ 701	-2%	11%	i	86	7	3%	65	0.1%	10%	-9%	0.0
#41 COc1ccc(N(CC(=O)N2CCN(Cc3ccccc3)CC2)S(C)(=O)=O)cc1Cl
→ 803	-8%	7%	i	42	-10	1%	61	-0.1%	3%	-15%	-1.3
#42 Cc1ccc(NC(=O)c2cncc(Br)c2)cc1S(=O)(=O)N(C)C
→ 653	-2%	3%	i	61	1	4%	46	-0.2%	3%	-1%	2.0
#43 CC1CCC/C(=N\NS(=O)(=O)c2ccccc2)C1 (centres undefined)
→ 714	-4%	-3%	i	76	-5	-3%	29	-0.6%	19%	-14%	1.3
#44 COc1ccc(-c2n[nH]c(=S)o2)c(OC)c1
→ 766	-9%	16%	i	67	10	2%	31	-0.1%	3%	-1%	1.4
#45 C=CCN(c1ccccc1Cl)S(=O)(=O)c1cccc(C(=O)OCC(=O)N(C)C2CCS(=O)(=O)C2)c1 (centres undefined)
→ 707	2%	3%	i	47	-3	0%	61	-0.3%	3%	8%	0.2
#46 Cc1ccc[n+](C(C)C(=O)Nc2ccc([N+](=O)[O-])cc2C)c1 (centres undefined)
→ 647	-7%	0%	i	60	23	0%	15	0.3%	20%	6%	-1.1
#47 O=C(COC(=O)Cc1ccsc1)NC(c1ccccc1)c1ccccc1
→ 731	-6%	9%	i	48	5	0%	33	-0.2%	21%	-15%	0.4

Sorted by the number under Rac1 GTP hydrolysis (highest first): some entries from above
| cpd | SMILES | LYP inhibition | Rac1 GTP hydrolysis | T cell modulator | GPR55 antagonists | T cell modulator vesicle-bound % | GPR55 beta-arrestin | SV40 large T antigen | GPR35 arrestin U2OS |
| --- | --- | --- | --- | --- | --- | --- | --- | --- | --- |
| 39 | COc1ccc(Cl)cc1/C=C1/C(=O)ON=C1C | -6% | 9% | i | 11% | 41 | 0.0% | 32% | -2% |
| 24 | CC(=O)Nc1ccccc1-c1ccc(C)o1 | -2% | 4% | i | 0% | 30 | -0.2% | 20% | -5% |
| 14 | Cc1cccc(-n2c(C)c(C)c3c(N)ncnc32)c1 | -8% | 3% | i | -4% | 14 | -0.1% | 2% | 13% |
